SMARCA2 activ: SMARCA2 function activation, primary screen | 370,000 compounds, 1% hits | MG213 cells, MMTV-luciferase reporter, dexamethasone, overnight | activation, % at 9.1 µM; in the data active means activation above about 7.8%;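 further: 0% = vehicle wells and 100% = reference activator wells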
PG9 Ab binder: binds the HIV-1 gp120 antibody PG9. TR-FRET gp120-PG9 antibody binding. inhibition, % at 6.7 µM. 360,000 compounds, 0.43% hits. AID 624416; in the data active means inhibition above about 8.5%
hgDAF-12 ag: hgDAF-12 agonism, primary luciferase screen; HEK293 GAL4-hgDAF12 UAS-luciferase reporter, agonist luminescence; normalized to butyrate control; activation, % at 6.8 µM; 370,000 compounds, 1.8% hits;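 active means activation above a cutoff set at the mean of all screened compounds plus 3 SD, cut at about 10% in these data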;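 further: 0% = DMSO wells and 100% = sodium butyrate wells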
PLCb3 inh: PLC-beta3 (human) inhibition, primary screen; Purified PLC-beta3, fluorogenic substrate, fluorescence; inhibition, % at 12.2 µM; 370,000 compounds, 0.18% hits; AID 720704; in the data active means inhibition above about 11%;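 further: 0% = median of compound wells on plate and 100% = full blocker control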
hcDAF12 agonist: activates DAF-12 receptor from parasite H. contortus. HEK293 hcDAF-12 lit1-tk-luc reporter, luminescence; 0% DMSO, 100% Δ7-dafachronic acid. activation, % at 6.8 µM. 370,000 compounds, 1.4% hits;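 active means activation above the mean of all tested compounds plus 3 SD, cut at about 5.5% in these data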;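 further: 100% = response to 3 µM Δ7-dafachronic acid high control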
NR1D1 modulator: modulates human Rev-erb alpha binding to DNA. P20393. Rev-erbα–FITC-DNA binding, fluorescence polarization, 90 min. activity, % at 10 µM. 370,000 compounds, 0.79% hits. AID 1259318;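 active means activity above about 14%, limit read from the data; passing the limit was not always enough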;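 further: 0% = DMSO wells with 35 nM protein and 100% = DMSO wells with 750 nM protein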
DAX1 inh-1: DAX1 (NR0B1) inhibition, primary screen; HEK293T StAR-luciferase reporter, SF-1/DAX-1 repression relief; inhibition, % at 6.8 µM; 370,000 compounds, 1.1% hits; AID 652010;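 active means inhibition above the mean over all tested compounds plus 3 SD, cut at about 3.6% in these data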;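 further: 0% = DAX-1 cells with DMSO and 100% = cells lacking DAX-1 with DMSO; higher inhibition means more luminescence from relief of DAX-1 repression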
sPLA2-III inh: Inhibits HGIII-sPLA2 liposome hydrolysis, primary screen. Q9NZ20. QFRET BODIPY PC-A2 liposome hydrolysis, fluorescence. inhibition, % at 12.2 µM. 370,000 compounds, 0.56% hits. AID 743126;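 active means inhibition above mean plus 3 SD of compounds lying within the high and low control bounds, cut at about 19% in these data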;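 further: 0% = median of test compound wells and 100% = no enzyme DMSO wells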
Target sequence (Q9NZ20 whole entry, looked up): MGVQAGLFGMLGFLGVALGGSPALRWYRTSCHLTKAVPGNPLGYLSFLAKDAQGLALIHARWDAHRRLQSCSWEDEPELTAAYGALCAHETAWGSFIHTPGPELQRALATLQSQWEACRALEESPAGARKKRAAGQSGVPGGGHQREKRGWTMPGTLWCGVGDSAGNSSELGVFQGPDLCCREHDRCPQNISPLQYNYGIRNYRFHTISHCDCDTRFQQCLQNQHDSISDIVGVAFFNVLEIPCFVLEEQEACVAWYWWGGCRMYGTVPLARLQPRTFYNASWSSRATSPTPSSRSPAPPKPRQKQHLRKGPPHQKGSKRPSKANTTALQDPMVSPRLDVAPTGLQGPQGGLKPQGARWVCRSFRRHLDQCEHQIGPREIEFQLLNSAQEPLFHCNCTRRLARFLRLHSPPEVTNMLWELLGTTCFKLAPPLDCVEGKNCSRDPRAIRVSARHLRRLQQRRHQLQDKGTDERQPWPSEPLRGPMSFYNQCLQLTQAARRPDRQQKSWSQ
DAX1 inh-2: NR0B1 (DAX1) inhibition | HEK293 Gal4-DAX1 luciferase reporter, luminescence | 340,000 compounds, 0.99% hits | AID 504766 | inhibition, % at 6.75 µM | P51843;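 active means inhibition above the mean over all tested compounds plus 3 SD, cut at about 4.2% in these data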;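 further: 0% = DAX1-transfected cells with DMSO and 100% = empty-vector control cells with DMSO; inhibition shows as a rise in luminescence from relieved DAX1 repression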
Target sequence (P51843 207-470 limits assumed): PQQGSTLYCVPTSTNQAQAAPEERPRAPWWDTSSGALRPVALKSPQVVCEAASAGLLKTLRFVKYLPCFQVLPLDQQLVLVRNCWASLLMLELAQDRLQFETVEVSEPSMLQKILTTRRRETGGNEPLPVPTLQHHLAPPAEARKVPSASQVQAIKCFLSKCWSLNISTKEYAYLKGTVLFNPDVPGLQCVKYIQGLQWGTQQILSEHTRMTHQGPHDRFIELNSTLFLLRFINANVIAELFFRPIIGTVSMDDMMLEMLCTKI
FXN GAA850 act: frataxin GAA850 promoter activation; AID 540364; 360,000 compounds, 0.56% hits; HEK293 lucGAA850 FXN promoter luciferase reporter, 24 h; percent of 10 µM SAHA response; activation, % at 6 µM;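 active means activation above the average of all compounds screened plus 3 SD, cutoff fixed separately per campaign, cut at about 7.5% in these data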;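 further: 0% = DMSO wells and 100% = 10 µM SAHA wells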
ssDAF12 agonist: S. stercoralis DAF-12 activation, primary screen; activation, % at 6.8 µM; HEK293 ssDAF-12/GRIP1 lit1-tk-luc reporter, luminescence; % of 3 µM dafachronic acid response; 370,000 compounds, 1% hits;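 active means activation above the mean over all tested compounds plus 3 SD, cut at about 0.9% in these data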;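 further: 0% = DMSO-only wells and 100% = 3 µM delta7-dafachronic acid wells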
Starred values were filed as active, the others as inactive; i = inactive; . = no result given.

SMILES | SMARCA2 activ | PG9 Ab binder | hgDAF-12 ag | PLCb3 inh | hcDAF12 agonist | NR1D1 modulator | DAX1 inh-1 | sPLA2-III inh | DAX1 inh-2 | FXN GAA850 act | ssDAF12 agonist
COC(=O)c1[nH]c2c(c1C)C(=O)CC(c1cc(OC)ccc1OC)C2 (configuration not stated) | 1 | 1.7 | -0.3 | -3 | -1.1 | -2 | 2.4 | 12 | -1.6 | -3.1 | -0.6
O=C(C[C@@H]1C/C=C\CCCC(=O)OC[C@@H]2CCCN2C1=O)N[C@H](CO)Cc1ccccc1 | 1 | 0.3 | 2.1 | 0 | -1.1 | -5 | 0.5 | 3 | 0.6 | -0.6 | -1.4
COc1ccc(-c2cc(C(F)(F)F)nc(SCC(=O)NCc3ccco3)n2)cc1OC | 0 | 2.1 | -0.5 | i | -2.9 | 11 | -0.4 | -1 | 0.1 | 2.6 | -1.4
c1ccc(-c2cnnc(N3CCCCC3)n2)cc1 | 1 | 1.1 | 8.6 | 0 | 1.4 | -2 | 0.9 | -5 | 2.4 | 1.4 | -0.7
O=C(NCC(=O)N(Cc1ccccc1)C(C(=O)NC1CCCC1)c1ccncc1)c1ccco1 (configuration not stated) | 0 | -0.8 | -0.3 | -4 | -1.0 | 0 | -0.8 | -8 | -1.1 | 1.0 | -0.5
CC[n+]1ccc(/C=C2\Sc3ccccc3N2CCCS(=O)(=O)[O-])c2ccccc21 | -4 | -1.4 | -1.2 | 0 | 3.6 | 8 | -0.1 | 7 | -0.1 | 0.8 | 1.2*
Cn1c(SCc2ccc(Cl)cc2)nnc1-c1ccc2nonc2c1 | -1 | 0.2 | -1.7 | -3 | -1.5 | -1 | -0.3 | 6 | 0.0 | -0.9 | -1.2
Nc1nc2c(ncn2[C@@H]2O[C@H](C(=O)NCCCN3CCCC3=O)[C@@H](O)[C@H]2O)c(=O)[nH]1 | -2 | -0.3 | -1.2 | 5 | -1.0 | -6 | -0.6 | 7 | . | . | -1.3
CC(OC(=O)C1CCCCC1)c1nc2ccccc2[nH]1 (configuration not stated) | -4 | -3.9 | -0.1 | 6 | 0.4 | 6 | -1.7 | -3 | 0.4 | -0.2 | -2.4
Cc1cc(-c2ccc(Br)s2)nc(-n2cccc2)n1 | 12* | 8.3 | 8.7 | -293 | -0.4 | 7 | 1.2 | -2 | 0.2 | -1.1 | -1.5
COc1ccc2c(c1)c1ncn(CCN3CCNCC3)c(=O)c1n2C | -1 | 1.7 | -0.8 | -276 | -1.3 | -1 | 0.0 | 7 | -0.8 | 0.9 | -2.1
CCCCCN(C(=O)CCC(=O)OCc1ccccc1C)c1c(N)n(CCCC)c(=O)[nH]c1=O | -2 | 0.0 | -2.9 | -9 | -0.2 | -5 | 2.8 | 13 | -0.7 | 2.2 | -1.3
CC(=O)CCc1ccc(OC(=O)c2cccnc2)cc1 | -1 | -0.5 | 2.4 | 3 | -1.5 | -1 | 0.3 | 2 | -0.2 | 0.7 | -1.1
CCCCCNC(=O)C(C1CC1)n1c(=O)c(-c2ccccc2)nc2ccccc21 (configuration not stated) | -2 | 0.8 | -0.2 | -63 | -1.6 | -3 | -0.1 | -1 | . | . | -0.8
CC(=O)OC(C(=O)n1nc(C)cc1C)c1ccccc1 (configuration not stated) | -4 | 1.6 | -0.7 | -2 | 0.5 | 2 | -0.7 | 3 | 3.1 | -0.6 | -1.4
O=C(NCc1cccc(OC(F)(F)F)c1)C1CCC(=O)N(Cc2cccc(F)c2)C1 (configuration not stated) | 3 | -2.7 | -2.5 | -2 | -1.8 | 1 | -0.2 | -1 | -0.2 | 0.2 | -1.4
O=c1cc(CSc2ccc(Cl)cc2)nc(-c2ccncc2)[nH]1 | -1 | -3.0 | -5.2 | 2 | 1.0 | -3 | 0.2 | -4 | -0.9 | 2.0 | -0.7
S=C1SCN(Cc2ccco2)CN1Cc1ccco1 | 0 | -2.5 | 2.4 | 1 | 0.9 | 1 | 1.0 | -4 | 1.4 | -3.0 | -1.4
COC(=O)C=C1CCC2C3CC(F)C4(O)CC(=O)CCC4(C)C3C(=O)CC12C (configuration not stated) | -2 | -1.3 | 3.4 | -2 | -0.3 | -3 | -1.6 | -2 | 0.6 | 2.4 | -1.2
CSc1nc2ccc(S(=O)(=O)NC3CCCCC3)cc2s1 | -1 | 1.2 | 2.0 | -1 | 0.9 | 2 | -1.2 | -26 | -1.4 | -1.8 | -1.3
O=C(CCCCC(=O)NCCc1ccccc1)NCCc1ccccc1 | -2 | 1.4 | 0.9 | -11 | 0.7 | -5 | 0.1 | 10 | -0.1 | -0.3 | -0.9
Cc1c(C(=O)OC2CCCCC2)[nH]c2c1C(=O)CC(C)(C)C2 | 2 | 2.7 | 0.7 | 1 | 0.1 | 0 | -0.1 | -3 | 0.9 | 1.1 | -1.2
Cc1ccc(S(=O)(=O)/N=C(\Nc2cccc(C)c2)Nc2nc(C)cc(C)n2)cc1 | -1 | -1.4 | 0.4 | 4 | -3.1 | 2 | -0.5 | 5 | -0.2 | 0.4 | -1.7
COc1c(C)cc(Br)cc1C(=O)Nc1ccccc1N1CCN(C(=O)c2ccccc2)CC1 | -2 | 1.8 | -4.1 | -4 | -1.0 | 0 | 1.5 | 7 | -0.6 | -1.3 | -1.1
COc1cccc(C(=O)COC(=O)CCCC(=O)NC2CCCCC2)c1 | -2 | 0.9 | 0.2 | -8 | 1.2 | 1 | -0.1 | 2 | 0.2 | 1.1 | -0.6

Brought forward from above: 4 entries, followed by the next part.
SMILES | SMARCA2 activ | PG9 Ab binder | hgDAF-12 ag | PLCb3 inh | hcDAF12 agonist | NR1D1 modulator | DAX1 inh-1 | sPLA2-III inh | DAX1 inh-2 | FXN GAA850 act | ssDAF12 agonist
Cc1c(C(=O)OC2CCCCC2)[nH]c2c1C(=O)CC(C)(C)C2 | 2 | 2.7 | 0.7 | 1 | 0.1 | 0 | -0.1 | -3 | 0.9 | 1.1 | -1.2
Cc1ccc(S(=O)(=O)/N=C(\Nc2cccc(C)c2)Nc2nc(C)cc(C)n2)cc1 | -1 | -1.4 | 0.4 | 4 | -3.1 | 2 | -0.5 | 5 | -0.2 | 0.4 | -1.7
COc1c(C)cc(Br)cc1C(=O)Nc1ccccc1N1CCN(C(=O)c2ccccc2)CC1 | -2 | 1.8 | -4.1 | -4 | -1.0 | 0 | 1.5 | 7 | -0.6 | -1.3 | -1.1
COc1cccc(C(=O)COC(=O)CCCC(=O)NC2CCCCC2)c1 | -2 | 0.9 | 0.2 | -8 | 1.2 | 1 | -0.1 | 2 | 0.2 | 1.1 | -0.6
CCOC(=O)c1c(NC(C)=O)sc2c(OCCN(CC)CC)c(Br)ccc12 | -1 | -0.3 | -1.6 | -10 | -0.6 | 0 | 0.1 | -1 | 0.2 | 1.7 | -1.6
O=C(O)CCn1c(-c2ccccn2)nc2ccccc21 | -1 | 0.3 | 2.1 | -10 | 1.0 | -5 | -0.1 | 1 | 2.6 | 0.4 | -0.9
CCc1ccccc1NC(=S)N(CCCN1CCOCC1)Cc1ccccn1 | -1 | 1.0 | 0.3 | 2 | -1.8 | -5 | -0.1 | -1 | 1.0 | -0.1 | -0.8
Cc1nc2ncnn2c(C)c1Cc1ccc(Cl)cc1 | 2 | 1.9 | -0.2 | 2 | -2.9 | 0 | -0.9 | -4 | -0.2 | 1.4 | -1.4
CCN1CCN(C(=S)Nc2ccc3nc(N4CCN(CC)CC4)cc(C)c3c2)CC1 | -2 | -2.3 | 0.5 | -269 | 2.6 | 1 | 0.5 | -7 | 0.0 | -0.7 | -0.9
Cc1ccc(OC(C)C(=O)Nc2ccc(S(=O)(=O)Nc3nccs3)cc2)cc1 (configuration not stated) | 0 | -1.5 | 2.0 | -3 | 1.3 | 9 | 3.0 | -40 | 0.3 | 2.2 | -0.8
O=C(Nc1ccccc1CC[N+](=O)[O-])N1CCN(c2ccccc2)CC1 | -1 | -0.3 | -2.3 | -6 | 3.6 | 9 | 0.0 | -5 | 2.0 | 0.3 | -0.3
CCC(C)NC(=S)Nc1ccccc1 (configuration not stated) | -2 | -0.9 | -1.3 | -2 | -3.2 | 2 | -0.6 | 13 | 0.3 | 0.0 | -1.4
Cc1cccc(-c2nc(CSc3nc4c(c(=O)[nH]3)CCC4)c(C)o2)c1 | -2 | 2.7 | 0.3 | 3 | -0.1 | -9 | 0.2 | -6 | 0.4 | 1.3 | -1.4
Cc1cc(C(=O)N2CCN(C(=O)C3CCCO3)CC2)no1 (configuration not stated) | 0 | -2.0 | 1.1 | -1 | 0.3 | 1 | -0.4 | 1 | -0.4 | 1.8 | -0.6
COc1cc(OC)c(C(=O)OCCCOC(=O)c2cc(OC)c(OC)cc2OC)cc1OC | 0 | -0.6 | -1.7 | -6 | -1.6 | -1 | -0.6 | 6 | -1.0 | 0.7 | -0.6
COc1ccc2c(c1)CC(C1(O)C(=O)Nc3ccccc31)C2=O (configuration not stated) | 4 | -2.0 | 3.5 | 0 | 1.8 | 3 | 0.6 | -8 | 1.1 | 4.7 | 0.4
COc1ccc(Cl)c(Cn2c(NCc3ccco3)nc3c2c(=O)n(C)c(=O)n3C)c1 | 2 | -2.0 | 2.4 | 4 | -2.2 | -8 | 0.9 | 7 | 0.6 | -1.2 | -0.5
O=C(COC(=O)C1C2CC3OC(=O)C1C3C2)Nc1ccc(Br)cc1 (configuration not stated) | 0 | 1.3 | -1.1 | -6 | -1.6 | 1 | 0.1 | -1 | -0.5 | 1.3 | -0.6
CCC(=O)N1CCCn2c1nc1ccccc12 | -3 | 1.7 | -0.2 | -1 | -0.4 | 6 | -0.4 | -6 | -0.6 | 1.4 | -0.9
CCOC(=O)c1cc2sc(C)cc2n1CC(=O)N1CCc2ccccc21 | 0 | -0.5 | 0.2 | 3 | 0.2 | 22* | 0.6 | 1 | -0.2 | 0.0 | -0.9
COC(=O)[C@]12C[C@H](CC(=O)NCc3cccc(C(F)(F)F)c3)C(=O)N(CCc3ccc(OC)c(OC)c3)C1=C[C@H](C(C)(C)C)O[C@@H]2C | -1 | -1.1 | -0.5 | 0 | -0.9 | 6 | -0.5 | -17 | . | . | -1.7
COc1ccc(OC)c(N(CC(=O)Nc2ccccc2)S(=O)(=O)c2ccccc2)c1 | -2 | -0.7 | -2.5 | -5 | -2.6 | 2 | -0.3 | -16 | -0.7 | -1.0 | -1.5
COc1ccc(C(=O)NC(=S)Nc2ccc(N3CCN(C(C)=O)CC3)cc2)cc1[N+](=O)[O-] | -8 | -0.4 | 1.7 | -5 | 1.5 | 6 | -0.3 | 21* | -0.9 | -0.1 | -1.1
CCOC(=O)c1[nH]c(C)c(CN(CCc2ccccc2)S(C)(=O)=O)c1C | -2 | -1.5 | -1.7 | 4 | -2.2 | 6 | -0.8 | -6 | 1.0 | 3.5 | -1.7
COc1ccc(N2CCCC2)c(NC(=O)c2ccc([N+](=O)[O-])o2)c1 | -2 | 0.2 | -2.6 | -200 | 0.4 | 5 | -0.8 | -25 | -1.0 | 1.8 | -1.1
